From PubChem
Kir21 block – Kir2.1 (mouse) channel inhibition | B-score at 10 µM | hit rate 0.85% among 310,000 | AID 1672 | P35561 | HEK293-Kir2.1, FluxOR thallium flux fluorescence; stronger effect = lower value;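 active = fluorescence ratio B-score at or below minus 3 SD of library scores, with starting-brightness B-score within 2 SD, cut at about -4.2 in these data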;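 also: channel flux triggered by added potassium and thallium sulfate stimulus; B-score of peak minus minimum fluorescence over baseline after thallium stimulus; more negative B-score means stronger Kir2.1 block with less thallium influx; some compounds called inactive have numbers as strong as hits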
Target sequence (P35561 whole entry, looked up): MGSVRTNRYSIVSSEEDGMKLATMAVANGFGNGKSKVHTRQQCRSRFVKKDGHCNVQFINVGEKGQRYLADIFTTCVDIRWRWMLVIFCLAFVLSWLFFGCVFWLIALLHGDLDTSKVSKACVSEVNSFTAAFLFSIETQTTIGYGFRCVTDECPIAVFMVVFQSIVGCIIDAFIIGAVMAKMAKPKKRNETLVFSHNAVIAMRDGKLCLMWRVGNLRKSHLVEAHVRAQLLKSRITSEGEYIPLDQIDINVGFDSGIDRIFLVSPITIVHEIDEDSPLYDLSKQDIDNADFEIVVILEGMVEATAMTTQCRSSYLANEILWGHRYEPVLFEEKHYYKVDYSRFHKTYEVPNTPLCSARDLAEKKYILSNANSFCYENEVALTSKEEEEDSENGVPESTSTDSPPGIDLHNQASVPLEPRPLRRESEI
CHT block – inhibits the human high affinity choline transporter | B-score at 10 µM | hit rate 0.86% among 310,000 | AID 488975 | CHT-expressing cells, membrane potential dye, choline response; stronger effect = lower value;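 active = B-score over 3 SD under the library average, and starting fluorescence ratio not unusually high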;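 also: choline stimulus applied at its EC90 after an EC20 pre-addition; B-score computed on integrated fluorescence ratio after choline addition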
Target sequence (Q9GZV3 whole entry, looked up): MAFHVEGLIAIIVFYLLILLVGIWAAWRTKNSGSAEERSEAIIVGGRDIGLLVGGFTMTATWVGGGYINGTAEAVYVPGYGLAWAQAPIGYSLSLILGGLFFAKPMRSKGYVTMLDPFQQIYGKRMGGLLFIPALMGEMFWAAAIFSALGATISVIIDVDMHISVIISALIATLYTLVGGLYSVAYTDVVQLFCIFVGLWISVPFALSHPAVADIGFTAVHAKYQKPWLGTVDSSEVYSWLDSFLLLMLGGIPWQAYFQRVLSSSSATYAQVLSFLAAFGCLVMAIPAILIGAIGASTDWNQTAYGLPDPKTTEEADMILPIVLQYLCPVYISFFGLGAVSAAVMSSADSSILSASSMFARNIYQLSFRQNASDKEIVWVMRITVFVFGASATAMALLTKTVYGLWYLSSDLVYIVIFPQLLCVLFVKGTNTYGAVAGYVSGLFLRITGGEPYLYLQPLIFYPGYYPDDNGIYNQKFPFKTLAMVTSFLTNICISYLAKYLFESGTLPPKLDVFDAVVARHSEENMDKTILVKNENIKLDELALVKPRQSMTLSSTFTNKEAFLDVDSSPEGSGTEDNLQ
Active calls of the source: *; i = inactive; x = not tested or not shown.

SMILES	Kir21 block	CHT block
CC(C)OP(=O)(OC(C)C)C(O)c1ccc(Br)cc1 (stereo unspecified)	0.11	i
CNC(=O)c1cccn(Cc2ccc(C(F)(F)F)cc2)c1=O	0.15	i
CNP(=S)(NC)OCCOc1ccc(OC)cc1	-0.33	i
CC(=NCCCN1CCOCC1)c1c(O)n(Cc2ccccc2)c(=O)[nH]c1=O	-0.39	i
CN1CCN(c2ncnc3c2cnn3C)CC1	-1.29	i
CCSc1nnc([C@@H](N)Cc2c[nH]c3ccccc23)o1	0.89	i
CN(C)CC#CCn1c2ccccc2c2ccccc21	-5.59*	i
COc1ccc(C(O)c2ccccc2OP(=O)(N(C)C)N(C)C)cc1 (stereo unspecified)	0.91	i
CCC1(C)CC(CCNCc2ccc(N(C)C)cc2)(c2ccc(F)cc2)CCO1 (stereo unspecified)	-0.04	i
CC(Cc1ccccc1)[n+]1cc(/N=C(\N)[O-])on1 (stereo unspecified)	-2.55	i
c1ccc2c(CCNC3CCCCC3)c[nH]c2c1	0.75	i
CNC(C(=O)c1ccccc1)C(OC)c1ccc(C)cc1 (stereo unspecified)	-1.58	i
O/N=C/c1c[nH]c2ccccc12	0.01	i
O=C1CSC2(CN3CCC2CC3)N1 (stereo unspecified)	0.16	i
Cc1ccsc1C(=O)C1CCCN(Cc2cccn2-c2ccccn2)C1 (stereo unspecified)	-0.96	i
C1CC2NCCC3NCCC(N1)N32 (stereo unspecified)	1.34	i
Cn1c(O)c(C=NC2CCN(Cc3ccccc3)CC2)c(=O)[nH]c1=O	-2.34	i
CCCCn1c(=O)c(C=Nc2ccc(Cl)cc2)c(O)n(Cc2ccco2)c1=O	1.46	i
CCN1CCN(c2ccc(N)cc2)CC1	1.25	i
CCCCn1c(=O)c(C(=O)NCc2ccco2)c(O)c2ccccc21	1.53	i
COc1ccc(S(=O)(=O)Cc2ccc(C(=O)N3CCC4(CC3)OCCO4)o2)cc1	-0.7	i
O=c1[nH]c(O)c(N=Nc2ccc(S(=O)(=O)N3CCOCC3)cc2)c(=O)[nH]1	-1.25	i
Fc1ccc(CCNCc2ccc(Cl)c(Cl)c2)cc1	-6.17*	i
O=c1[nH]c(=S)[nH]c(O)c1N=Nc1ccc(S(=O)(=O)N2CCc3ccccc32)cc1	-0.12	i
CN1C(=O)C(Cc2ccc3c(c2)OCO3)C(=O)N(C)C1=O	2.85	i

Profiles from above. Order of screens: Kir21 block	CHT block
CN(C)CC#CCn1c2ccccc2c2ccccc21 in the list: -5.59*	i
CN1C(=O)C(Cc2ccc3c(c2)OCO3)C(=O)N(C)C1=O in the list: 2.85	i
CCN1CCN(c2ccc(N)cc2)CC1 in the list: 1.25	i

(listing goes on)
SMILES	Kir21 block	CHT block
O=c1c2cc(Br)ccc2[nH]c(=S)n1-c1ccccc1	0.41	i
Nc1ccc2cc(Br)ccc2c1	1.73	i
CN(CCc1ccccc1)Cc1ccccc1[N+](=O)[O-]	1.07	i
CCCCN(Cc1ccccc1)C1CCN(CCc2ccccc2)CC1	-0.39	i
COc1ccc(CCn2c(O)c(C=Nc3ccccc3F)c(=O)[nH]c2=O)cc1OC	-0.92	i
CCC(C)n1c(C)cc(C(N)=O)c1C (stereo unspecified)	1.74	i
CC(C)[N+](C)(CCC(C(N)=O)(c1ccccc1)c1ccccc1)C(C)C	1.24	i
CCCCCn1c(=O)c(C(=O)Nc2cccc(C)c2)c(O)c2ccccc21	-0.05	i
CC1CCCC(NC(=O)COC(=O)Cc2ccccc2)C1C (stereo unspecified)	0.07	i
CCC(C#N)(CC)P(=S)(c1ccccc1)c1ccccc1	-3.21	i
COc1ccc(/C=C2\C(=N\O)C3CCN2CC3)cc1	-0.49	i
CC1(C)N=C(c2ccccc2)[C@@H]2C(c3ccc([N+](=O)[O-])cc3)N21 (stereo partly specified)	0.75	i
COc1ccc(CN2CCCC(C(=O)c3ccc(Cl)cc3)C2)c(OC)c1 (stereo unspecified)	-5.17*	i
Cc1ccc(C2N3CCCN23)cc1 (stereo unspecified)	-1.33	i
O=C(CCCc1ccccc1)NCCc1cnc[nH]1	-0.45	i
CCn1nc(/C=C/c2ccccc2)nc2c(=O)n(C)c(=O)nc1-2	1.04	x
CC(=NCC1CCCO1)c1c(O)n(Cc2ccccc2)c(=O)[nH]c1=O (stereo unspecified)	1.14	i
CC(C)CCNC(=O)CN1C(=O)CN=C(c2ccccc2)c2ccccc21	0.91	i
O=C1NC(=O)N(Cc2ccccc2)C(=O)/C1=C\c1ccco1	0.84	i
CCOC(=O)c1c(C=O)c2ccccc2n1Cc1ccccc1F	-0.06	i
COC(=O)c1c(C)[nH]c(C(=O)C(C)[N+]23CCN(CC2)CC3)c1C (stereo unspecified)	0.96	i
c1ccc2[nH]c(CCNC3CCCCC3)nc2c1	-0.29	i
O=C(c1cc2ccccc2oc1=O)N1CCC2(CC1)OCCO2	0.6	i
CCCNS(=O)(=O)c1ccc(OCC(=O)N2CCN(Cc3ccc4c(c3)OCO4)CC2)cc1	-1.13	i
Cc1ccccc1NC(=O)CCl	1	i
(cont.)
SMILES	Kir21 block	CHT block
COc1ccc(N2C(=O)NC(=O)/C(=C\c3cn(C)c4ccccc34)C2=O)cc1	-0.03	i
COc1cccc(N2C(=O)NC(=O)/C(=C/c3ccc([N+](=O)[O-])s3)C2=O)c1	0.31	i
Cc1ccsc1C(=O)C1CCCN(Cc2cnc(N3CCOCC3)s2)C1 (stereo unspecified)	0.49	i
Cc1nc2ccc(Cl)cc2c(=O)n1-c1cccc(Cl)c1	-0.27	i
COc1ccc(-c2n(-c3ccccn3)c3ccccc3[n+]2-c2ccccn2)cc1	0.22	x
CN(C)C=C1C(=O)N(C2CCCCC2)C(=O)N(C2CCCCC2)C1=O	-0.88	-5.37*
N=C1c2ccccc2CN1NC(=O)c1ccc(Br)o1	-0.08	i
O=c1[nH]c(=O)n(Cc2ccccc2)c(O)c1/C=N/Nc1c(F)c(F)c(F)c(F)c1F	0.89	i
N=C(N)c1c(O)n(C2CCCCC2)c(=O)n(C2CCCCC2)c1=O	1	i
CCC(C)NC(=O)CN1C(=O)CN=C(c2ccccc2)c2ccccc21 (stereo unspecified)	-1.39	i
O=C(O)c1ccc(N=Cc2c(O)n(Cc3ccc(F)cc3)c(=O)[nH]c2=O)cc1	0.43	i
NN=C(N)N	x	i
CN(C)c1ccc(/C=C2\C(=O)NC(=O)N(CCc3ccc(F)cc3)C2=O)cc1	-2.47	i
CC(=O)Nc1ccc(N=Cc2c(O)n(Cc3ccco3)c(=O)[nH]c2=O)cc1	0.05	i
CC(=NCCC1=CCCCC1)c1c(O)n(-c2ccccc2)c(=O)[nH]c1=O	2	i
OC1CCCCC1N1CCC(c2ccccc2)CC1 (stereo unspecified)	-0.13	i
CCC(=NCCCN1CCOCC1)c1c(O)n(-c2ccccc2C)c(=O)[nH]c1=O	-0.83	i
O=C1CN=C(c2ccccc2)c2ccccc2N1Cc1ccc(C(F)(F)F)cc1	-0.25	i
COc1ccc(CCn2c(O)c(C=NCCCn3ccnc3)c(=O)[nH]c2=O)cc1OC	0.02	i
Cn1c(=O)cc(SCC(=O)N2CCC3(CC2)OCCO3)c2ccc(Cl)cc21	x	i
CCOc1ccc2nc(N=Nc3c(O)[nH]c(=O)[nH]c3=O)sc2c1	0.04	i
CN(C)CP(=O)(Nc1ccccc1)N(C)C (stereo unspecified)	-1.3	i
Oc1c(Cl)cc(Cl)cc1CN1CCN(Cc2ccccc2)CC1	-2.02	i
CCOC(=O)C1CCCCC12C(C#N)=C(N)Oc1n[nH]c(C)c12 (stereo unspecified)	0.62	i
CC(=O)N1CC(=O)Nc2ccc(Cl)cc2C1c1ccc(F)cc1 (stereo unspecified)	-0.8	i

6 consecutive compounds already listed, quoted:
SMILES	Kir21 block	CHT block
COc1ccc(N2C(=O)NC(=O)/C(=C\c3cn(C)c4ccccc34)C2=O)cc1	-0.03	i
COc1cccc(N2C(=O)NC(=O)/C(=C/c3ccc([N+](=O)[O-])s3)C2=O)c1	0.31	i
Cc1ccsc1C(=O)C1CCCN(Cc2cnc(N3CCOCC3)s2)C1 (stereo unspecified)	0.49	i
Cc1nc2ccc(Cl)cc2c(=O)n1-c1cccc(Cl)c1	-0.27	i
COc1ccc(-c2n(-c3ccccn3)c3ccccc3[n+]2-c2ccccn2)cc1	0.22	x
CN(C)C=C1C(=O)N(C2CCCCC2)C(=O)N(C2CCCCC2)C1=O	-0.88	-5.37*

Other results
SMILES	Kir21 block	CHT block
C=CCN1CC[C@]23c4c5ccc(O)c4OC2C(=O)CC[C@@]3(O)C1C5 (stereo partly specified)	1.75	i
COc1ccc(C(=O)NC(=S)N2C[C@H]3C[C@H](C2)c2cccc(=O)n2C3)cc1	-0.23	i
C[N+](C)(N)CCOC(=O)C(O)(c1ccccc1)C1CCCCC1 (stereo unspecified)	0.44	i
CCOP(=O)(CN(CC)CCNP(=O)(OCC)OCC)OCC	-1.69	i
Cc1cccnc1NC1=NCC(C)S1 (stereo unspecified)	0.92	i
CC(C(=O)O)N(C(=O)c1ccccc1)c1ccc(F)c(Cl)c1 (stereo unspecified)	0.93	i
O=c1[nH]c(=O)n(Cc2ccccc2)c(O)c1C=NCCN1CCNCC1	0.88	i
CC(C)(C)n1cc(C(=O)c2ccccc2)cc1-c1ccccc1	0.02	i
Clc1cccc(CN2CCCCC2c2cccnc2)c1 (stereo unspecified)	-1.13	i
COc1ccc(CC2(CCc3ccncc3)C(=O)NC(=O)NC2=O)cc1	1.23	i
COc1cc(OC)c(OC)cc1CNCCc1cccc(F)c1	-0.94	i
CCOC(=O)C1(CCOc2ccccc2)CCN(C2Cc3ccccc3C2)CC1	1.95	i
CCOC(=O)C(O)(c1ccc(N(CC)C(=O)COc2ccccc2)cc1)C(F)(F)F (stereo unspecified)	-1.34	i
Cc1ccc(NP(=O)(c2ccccc2)c2nc3ccccc3s2)cc1 (stereo unspecified)	1.13	i
CCCCn1c(=O)c(C(=O)Nc2ncccc2C)c(O)c2ccccc21	-1.82	i
Cc1ccc(-n2c(/C=C/c3ccc4c(c3)OCO4)nc3ccccc3c2=O)cc1	1.91	i
O=S1(=O)N(CCN2CC=C(c3c[nH]c4cc(F)ccc34)CC2)c2cccc3c2N1CCC3	x	i
CCOP(=O)(OCC)C(NC(=O)c1ccccc1C)C(Cl)(Cl)Cl (stereo unspecified)	-2.42	i
COC1C(OC(=O)c2ccc(C)[nH]2)C(O)C(Oc2ccc3c(O)c(NC(=O)c4ccc(O)c(CC=C(C)C)c4)c(=O)oc3c2Cl)OC1(C)C (stereo unspecified)	x	i
O=c1c2ccccc2nc(-c2ccccc2)n1-c1ccncc1	0.5	i
O=C1NC(=O)N(c2ccccc2)C(=O)/C1=C/C=C/c1ccco1	0.32	i
O=C(c1ccc(N2CC3CC(C2)c2cccc(=O)n2C3)c([N+](=O)[O-])c1)N1CCCCC1 (stereo unspecified)	0.16	i
Fc1ccc(C2NCCc3[nH]cnc32)cc1 (stereo unspecified)	-0.27	i
c1ccc(CNC2=NCCS2)cc1	-1.45	i
O=C1NC(=S)N(c2ccc(F)cc2)C(=O)/C1=C/c1ccco1	0.86	i
The listing continues:
SMILES	Kir21 block	CHT block
CCCCn1c(O)c(C(C)=Nc2ccc3c(c2)CCC3)c(=O)[nH]c1=O	0.26	i
O=c1c2ccccc2nc(-c2ccccc2)n1-c1ccccc1	-2.26	i
COC(=O)C1=C(c2cc3ccccc3o2)C[C@@H]2CC[C@H]1N2C(=O)NCc1ccco1	0.11	i
O=P(/C(=N/O)N1CCCCC1)(N1CCOCC1)N1CCOCC1	1.36	i
COc1ccccc1C1C([N+](=O)[O-])=C(N)Oc2c1c(=O)oc1ccccc21 (stereo unspecified)	1.17	i
CC1CC(OP(O)(=S)c2ccc(N(C)C)cc2NC(=O)c2cccs2)CC(C)(C)C1 (stereo unspecified)	0.1	i
CN1c2ccc([N+](=O)[O-])cc2CC2(C(=O)NC(=O)N(c3ccc(Br)cc3)C2=O)C1c1ccccc1 (stereo unspecified)	2.1	i
COCc1ccc(CN2CCCC(C(=O)c3sccc3C)C2)o1 (stereo unspecified)	0.11	i
COc1ccc(C(C)=O)cc1Cc1c(O)[nH]c(=S)[nH]c1=O	1.26	i
c1cncc(C2CC(c3cccs3)n3ncnc3N2)c1 (stereo unspecified)	0	i
COc1ccc(/C=C2\C(=O)NC(=S)N(C)C2=O)cc1C	0.1	i
O=C1C2C3CCC(O3)C2C(=O)N1CCO (stereo unspecified)	-0.53	i
C[N+]1(C)C2CC(OC(=O)[C@H](CO)c3ccccc3)CC1C1OC12 (stereo partly specified)	x	i
COc1ccc(-n2c(Cc3cccc([N+](=O)[O-])c3)nc3ccccc3c2=O)cc1	-1.72	i
COC(=O)c1ccc(N2C(=O)CC(N3CCC(n4c(=O)[nH]c5ccccc54)CC3)C2=O)cc1 (stereo unspecified)	-0.6	i
O=C1/C(=C/c2cc3c(cc2Cl)OCO3)N2CCC1CC2	-0.05	i
C[C@]12CC[C@H](O)C[C@@H]1CC[C@@H]1[C@@H]2CC[C@]2(C)C(=O)CC[C@@H]12	0.55	i
c1ccc(CC(NCc2ccco2)c2ccccc2)cc1 (stereo unspecified)	-3.82	i
Cc1ccc(-c2nc3ccccc3c(=O)n2-c2cc(C)ccn2)cc1	-0.09	i
O=c1[nH]c2ccccc2c(=O)n1-c1ccc(Cl)cc1Cl	-2.34	i
O=c1c2ccccc2nc(-c2cccs2)n1-c1ccccc1	-1.81	i

In a second layout: 6 of the compounds above
The line under a structure holds: Kir21 block	CHT block
> O=c1[nH]c2ccccc2c(=O)n1-c1ccc(Cl)cc1Cl
→ -2.34	i
> COc1ccccc1C1C([N+](=O)[O-])=C(N)Oc2c1c(=O)oc1ccccc21 (stereo unspecified)
→ 1.17	i
> O=c1c2ccccc2nc(-c2cccs2)n1-c1ccccc1
→ -1.81	i
> O=c1c2ccccc2nc(-c2ccccc2)n1-c1ccccc1
→ -2.26	i
> c1cncc(C2CC(c3cccs3)n3ncnc3N2)c1 (stereo unspecified)
→ 0	i
> COc1ccc(C(C)=O)cc1Cc1c(O)[nH]c(=S)[nH]c1=O
→ 1.26	i

An excerpt; the hit share may differ from the screen's.
